# Bioassay records (PubChem)
# aGlu spleen mod = inhibitors or activators of human alpha-glucosidase in spleen homogenate; P10253; human spleen homogenate, 4-MU-alpha-glucoside fluorescence; Potency, µM (titrated, usually from 79.9 µM), without a hit: at the top dose activity change, negative = inhibition, actives largely listed as inhibitors; 240,000 compounds, 0.006% hits;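 also: potency is read from the fitted curve at half-maximal effect; 0% = enzyme with vehicle and -100% = no enzyme basal signal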
#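 Enzyme source: human spleen homogenate, 1 ug/well. Buffer 50 mM citric acid/K phosphate pH 5.0, 0.01% Tween-20. 4-MU-alpha-glucoside 1 mM; 37 C x 40 min; NaOH/glycine stop; fluorescence.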
# CBFb RUNX1 block = inhibitors of human CBF-beta and RUNX1 interaction. Q01196+Q13951. Potency, µM (titrated, usually from 59.8 µM), without a hit: at the top dose activity, negative = inhibition, usual class: inhibitors. AID 1477. 230,000 tested, under 10 active. AlphaScreen CBFb-His/RUNX1-biotin binding, biochemical; also: % of control where 0% means no effect
# Target sequence (Q01196 whole entry, looked up): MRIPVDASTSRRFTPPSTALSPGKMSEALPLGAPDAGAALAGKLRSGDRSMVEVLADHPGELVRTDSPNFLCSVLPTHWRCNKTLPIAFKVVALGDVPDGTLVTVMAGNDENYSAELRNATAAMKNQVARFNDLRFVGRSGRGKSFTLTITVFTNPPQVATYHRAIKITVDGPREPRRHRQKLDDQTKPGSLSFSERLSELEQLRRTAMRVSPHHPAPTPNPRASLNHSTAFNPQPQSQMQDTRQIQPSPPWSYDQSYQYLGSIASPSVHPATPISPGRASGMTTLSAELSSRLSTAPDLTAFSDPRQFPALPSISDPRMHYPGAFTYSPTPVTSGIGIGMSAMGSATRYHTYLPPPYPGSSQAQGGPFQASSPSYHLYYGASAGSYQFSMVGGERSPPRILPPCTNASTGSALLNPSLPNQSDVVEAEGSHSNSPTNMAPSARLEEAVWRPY
# Target sequence (Q13951 whole entry, looked up): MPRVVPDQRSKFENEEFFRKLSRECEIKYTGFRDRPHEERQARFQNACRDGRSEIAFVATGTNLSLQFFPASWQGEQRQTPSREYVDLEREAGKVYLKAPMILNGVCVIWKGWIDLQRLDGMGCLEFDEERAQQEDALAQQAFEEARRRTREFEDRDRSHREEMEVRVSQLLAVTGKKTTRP
#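 Inhibition was taken as any reduction in AlphaScreen signal from the CBF-beta–RUNX1 pair (His and biotin tags, 30 nM each), measured after compound (15 min) and bead (90 min) incubations at room temperature.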
# Numbers without * were called inactive; u = inconclusive; [ ] = another dose, or the depositor's remark. Calls follow the shape of the dose curve; as a rule, active = well fitted curve in the direction sought with a large enough effect; inconclusive = small, poorly fitted or top-dose-only effect, or another doubt; inactive = no such curve, though single readings can be large; an effect the other way counts as inactive or inconclusive. These rows are one share of the data. The share of hits here may be higher or lower than overall.
molecule | aGlu spleen mod | CBFb RUNX1 block
CNC(=O)C1(C(F)(F)F)C/C(=C/CCO)CCCO1 (stereo not given) | -5% | 4%
Cc1cc(=O)oc2cc(NC(=O)CC(N)C(=O)O)ccc12 (stereo not given) | -8% | 6%
Cc1ccc(S(=O)(=O)Nc2cc(S(=O)(=O)c3ccc(C)cc3)c(O)c3cccnc23)cc1 | 6% | 0%
c1ccc(-c2[nH]ncc2-c2ccnc3ccccc23)nc1 | -11% | u
CC(=O)N1CC[C@@H]2CC(=O)CC[C@@H]21 | 3%[181 µM] | -4%[136 µM]
CC(=O)OCC1=C[C@H]2[C@@H]3C(C)(C)[C@]3(OC(C)=O)C[C@@H](C)[C@]2(O)[C@@H]2C=C(C)C(=O)[C@@]2(O)C1 | 0% | 20%
COc1cc(/C=C(\C#N)C(=O)Nc2nnc(C(F)(F)F)s2)ccc1OCc1ccc(C(F)(F)F)cc1C(F)(F)F | 5% | 13%
CC[C@H](C)[C@H](NC(=O)[C@H](Cc1ccccc1)NC(=O)[C@H](CC(C)C)NC(=O)[C@H](CCSC)NC(=O)[C@H](CCC(=O)O)NC(=O)[C@H](CCC(=O)O)NC(=O)[C@H](CC(=O)O)NC(=O)[C@H](CO)NC(=O)[C@@H]1CCCN1C(=O)[C@H](CCCCN)NC(=O)[C@@H](N)[C@@H](C)O)C(=O)N[C@@H](Cc1ccc(O)cc1)C(=O)NCC(=O)N[C@@H](Cc1cnc[nH]1)C(=O)N[C@@H](Cc1ccc(O)cc1)C(=O)N[C@@H](CCCCN)C(=O)N[C@@H](CCC(N)=O)C(=O)N[C@@H](C)C(=O)N[C@H](C(=O)N[C@H](C(=O)NCC(=O)N[C@@H](CC(=O)O)C(=O)N[C@H](C(=O)N[C@@H](CC(N)=O)C(=O)N[C@H](C(=O)N[C@@H](CCC(=O)O)C(=O)N[C@@H](CCCNC(=N)N)C(=O)N1CCC[C@H]1C(=O)NCC(=O)N[C@@H](CCSC)C(=O)N[C@@H](CC(C)C)C(=O)N[C@@H](CC(=O)O)C(=O)N[C@@H](Cc1ccccc1)C(=O)N[C@H](C(=O)O)[C@@H](C)O)[C@@H](C)O)[C@@H](C)CC)C(C)C)[C@@H](C)O | 1% | 6%
Cc1ccc(-c2cc(C3C4C=CCC(C)C4C(=O)N3Cc3ccccc3)ccc2F)cc1 (stereo not given) | -9% | u
O=C(NCCN1CCOCC1)C1(C(F)(F)F)C/C(=C/CCO)CCCO1 (stereo not given) | 11% | -5%
Cc1ccc2c(c1)c(CC(NC(=O)c1ccccc1Oc1ccccc1)C(=O)O)cn2C(=O)OCc1ccccc1 (stereo not given) | -9% | 4%
CCCCCCC(=O)N1C/C=C\C(c2ccc(OC)cc2)N(Cc2ccc(F)cc2)C(=O)C1Cc1ccccc1 (stereo not given) | 6% | 13%
CC[C@H](C)[C@H](NC(=O)[C@@H](NC(=O)[C@@H](NC(=O)[C@H](CCC(=O)O)NC(=O)[C@H](CCC(=O)O)NC(=O)[C@H](CCC(=O)O)NC(=O)[C@H](C)NC(=O)[C@@H](N)CC(C)C)C(C)C)C(C)C)C(=O)N[C@@H](CCCNC(=N)N)C(=O)N[C@@H](CO)C(=O)N[C@@H](C)C(=O)N[C@@H](CC(N)=O)C(=O)N[C@@H](Cc1ccccc1)C(=O)N[C@H](C(=O)N[C@@H](CC(=O)O)C(=O)N[C@@H](CC(N)=O)C(=O)O)[C@@H](C)O | 1% | 2%
CSCC[C@H](NC(=O)[C@H](CO)NC(=O)[C@H](Cc1ccc(O)cc1)NC(=O)[C@@H](N)CO)C(=O)N[C@@H](CCC(=O)O)C(=O)N[C@@H](Cc1cnc[nH]1)C(=O)N[C@@H](Cc1ccccc1)C(=O)N[C@@H](CCCNC(=N)N)C(=O)N[C@@H](Cc1c[nH]c2ccccc12)C(=O)NCC(=O)N[C@@H](CCCCN)C(=O)N1CCC[C@H]1C(=O)N[C@H](C(=O)NCC(=O)N[C@@H](CCCCN)C(=O)N[C@@H](CCCCN)C(=O)N[C@@H](CCCNC(=N)N)C(=O)N[C@@H](CCCNC(=N)N)C(=O)N1CCC[C@H]1C(=O)N[C@H](C(=O)N[C@@H](CCCCN)C(=O)N[C@H](C(=O)N[C@@H](Cc1ccc(O)cc1)C(=O)N1CCC[C@H]1C(=O)N[C@@H](CC(N)=O)C(=O)NCC(=O)N[C@@H](C)C(=O)N[C@@H](CCC(=O)O)C(=O)N[C@@H](CC(=O)O)C(=O)N[C@@H](CCC(=O)O)C(=O)N[C@@H](CO)C(=O)N[C@@H](C)C(=O)N[C@@H](CCC(=O)O)C(=O)N[C@@H](C)C(=O)N[C@@H](Cc1ccccc1)C(=O)N1CCC[C@H]1C(=O)N[C@@H](CC(C)C)C(=O)N[C@@H](CCC(=O)O)C(=O)N[C@@H](Cc1ccccc1)C(=O)O)C(C)C)C(C)C)C(C)C | -14% | 6%
Nc1ccc(S(=O)(=O)Nc2cccc3cccnc23)cc1 | 4% | 1%
C=CCCN(C(Cc1ccccc1)C(=O)OC)S(=O)(=O)c1cc(Br)ccc1Br (stereo not given) | 1% | u
COc1ccc(/C=C/C(=O)c2ccc(O)cc2O)cc1OC | 9% | -3%
CC[C@H](C)[C@H](NC(=O)CNC(=O)[C@H](CCCNC(=N)N)NC(=O)[C@H](CO)NC(=O)[C@H](C)NC(=O)[C@H](Cc1ccc(O)cc1)NC(=O)[C@H](Cc1c[nH]c2ccccc12)NC(=O)[C@H](C)NC(=O)[C@@H]1CCCN1C(=O)[C@H](CC(N)=O)NC(=O)[C@@H](NC(=O)[C@H](CC(=O)O)NC(=O)[C@@H]1CCCN1C(=O)[C@@H](NC(=O)[C@H](CCCNC(=N)N)NC(=O)[C@@H](NC(=O)[C@H](CCC(=O)O)NC(=O)[C@H](CCSC)NC(=O)[C@H](CO)NC(=O)[C@H](Cc1cnc[nH]1)NC(=O)[C@H](CCCNC(=N)N)NC(=O)[C@H](Cc1cnc[nH]1)NC(=O)[C@@H](NC(=O)[C@H](CCCNC(=N)N)NC(=O)[C@@H](N)CO)[C@@H](C)O)[C@@H](C)CC)[C@@H](C)O)[C@@H](C)CC)C(=O)N[C@@H](CCCNC(=N)N)C(=O)N1CCC[C@H]1C(=O)N[C@H](C(=O)NCC(=O)N[C@@H](CCCNC(=N)N)C(=O)N[C@@H](Cc1ccccc1)C(N)=O)C(C)C | -12% | 12%
Nc1cccc2c(=O)[nH]ccc12 | 2% | u
CC(C)C[C@H](NC(=O)CN(C)C(=O)[C@H](Cc1ccccc1)NC(=O)[C@H](Cc1ccccc1)NC(=O)[C@H](CCC(N)=O)NC(=O)[C@H](CCC(N)=O)NC(=O)[C@@H]1CCCN1C(=O)[C@H](CCCCN)NC(=O)[C@@H]1CCCN1C(=O)[C@@H](N)CCCN=C(N)N)C(=O)N[C@@H](CCS(C)(=O)=O)C(N)=O | 4% | 13%
CCOC(=O)C1=C[C@@H](C(=O)OCC)[C@@H]2C3=C(C(=O)C2(C)C)[C@H](c2ccccc2)[C@@H]2C(=O)N(c4ccccc4)C(=O)[C@@H]2[C@@H]3C1 | -14% | -16%
CC(=O)c1ccc(N2CCOCC2)cc1O | 2% | 14%
CCCN1CCC(=O)N(CCSc2ccc(Br)cc2)CC1 | -6% | 13%
C=C(C(C)=O)C(O)c1ccco1 (stereo not given) | 5% | -2%
CNC(=O)[C@]1(C(F)(F)F)C[C@H](CCc2ccccc2)CCCO1 | 1% | u
NC(N)=NCCC[C@H](N)C(=O)NCC(=O)N[C@@H](CC(=O)O)C(=O)O | 0% | 0%
COc1cccc(OC)c1C1=Nn2c(nnc2-c2ccccc2O)SC1 | 5% | 5%
CC[C@H](C)[C@H](NC(=O)[C@H](C)NC(=O)[C@H](Cc1cnc[nH]1)NC(=O)[C@@H]1CCCN1C(=O)CNC(=O)[C@H](CC(C)C)NC(=O)[C@H](CC(C)C)NC(=O)[C@H](Cc1ccc(O)cc1)NC(=O)CNC(=O)[C@H](C)NC(=O)[C@H](CO)NC(=O)[C@H](CC(N)=O)NC(=O)[C@H](CC(C)C)NC(=O)[C@@H](NC(=O)[C@H](Cc1c[nH]c2ccccc12)NC(=O)CN)[C@@H](C)O)C(=O)O | -12% | 21%
O=c1c(O)c(-c2ccccc2O)oc2cc(O)cc(O)c12 | 3% | -8%
CC(=O)Oc1ccc2c(c1)CCC1C2CC[C@]2(C)C(OC(C)=O)CCC12 (stereo not given in full) | 0% | 23%
Cc1noc(C)c1-c1ccc2ncnc(NCc3ccccc3F)c2c1 | 4% | 12%
O=C(O)c1ccccc1O[C@@H]1O[C@H](C(=O)O)[C@@H](O)[C@H](O)[C@H]1O | -3% | 16%
Cc1cc(CNC(=O)[C@]2(C(F)(F)F)C[C@H](CCC3CCCCC3)CCCO2)nn1C | 1% | 23%
C=CCN(C)CCCCCCOc1ccc(C(=O)c2ccc(Br)cc2)c(F)c1 | -2% | 4%
OC1OC[C@@H](O)[C@@H](O)[C@@H]1O (stereo not given in full) | 0% | 8%
Brc1ccc(C2=NCCC(c3ccccc3)O2)cc1 (stereo not given) | -6%[119 µM] | 6%[89.1 µM]
O=C1C[C@H](c2ccc(-c3ccccc3)cc2)N1S(=O)(=O)c1ccccc1[N+](=O)[O-] | -12% | -18%
OC[C@@H]1[C@@H](c2ccc(Cl)cc2)C(c2cccc(Cl)c2)=NN1c1ccccc1 | u | u
COc1ccc(OC)c(C2=Nn3c(nnc3-c3cccc(OC)c3OC)SC2)c1 | 8% | -2%
O=c1cc(-c2cc(O)c(O)c([C@@H]3O[C@H](CO)[C@@H](O)[C@H](O)[C@H]3O)c2)oc2cc(O[C@@H]3O[C@H](CO)[C@@H](O)[C@H](O)[C@H]3O)cc(O)c12 | -26% | 3%
COc1ccc(C2/C=C\CN(C(=O)C3CC3)C(C)C(=O)N2Cc2ccc(F)cc2)cc1 (stereo not given) | 6% | -6%
CC(C)C[C@H](NC(=O)[C@H](CC(C)C)NC(=O)[C@H](Cc1ccccc1)NC(=O)[C@@H](N)CO)C(=O)N[C@@H](CCCN=C(N)N)C(=O)N[C@@H](CC(N)=O)C(=O)O | -12% | 13%
C[C@@H]1CCC[C@]2(C)CCCC[C@@]12O | 1% | 6%
C/C=C1\COC(C(=O)NCc2cccc(OC)c2OC)(C(F)(F)F)C=C1C=C1CCCCC1 (stereo not given) | 6% | 16%
Cn1c(-c2nc(-c3ccccc3)cs2)nc2ccccc21 | 20% | 13%[21.7 µM]

# Shown with the structure last: entries from further up.
aGlu spleen mod | CBFb RUNX1 block | mol
-3% | 16% | O=C(O)c1ccccc1O[C@@H]1O[C@H](C(=O)O)[C@@H](O)[C@H](O)[C@H]1O
1% | 23% | Cc1cc(CNC(=O)[C@]2(C(F)(F)F)C[C@H](CCC3CCCCC3)CCCO2)nn1C
-2% | 4% | C=CCN(C)CCCCCCOc1ccc(C(=O)c2ccc(Br)cc2)c(F)c1
0% | 8% | OC1OC[C@@H](O)[C@@H](O)[C@@H]1O (stereo not given in full)
-6%[119 µM] | 6%[89.1 µM] | Brc1ccc(C2=NCCC(c3ccccc3)O2)cc1 (stereo not given)
-12% | -18% | O=C1C[C@H](c2ccc(-c3ccccc3)cc2)N1S(=O)(=O)c1ccccc1[N+](=O)[O-]
u | u | OC[C@@H]1[C@@H](c2ccc(Cl)cc2)C(c2cccc(Cl)c2)=NN1c1ccccc1
8% | -2% | COc1ccc(OC)c(C2=Nn3c(nnc3-c3cccc(OC)c3OC)SC2)c1

# Following part.
canonical_smiles	aGlu spleen mod	CBFb RUNX1 block
NCC(=O)N[C@@H](CCCN=C(N)N)C(=O)NCC(=O)N[C@@H](CC(=O)O)C(=O)N[C@@H](CO)C(=O)N1CCC[C@H]1C(=O)O	0%	8%
COc1ccc(C2/C=C\CN(CC(C)C)CC(=O)N2Cc2cccc(F)c2)cc1 (stereo not given)	2%	9%
Cn1cnnc1Sc1c([N+](=O)[O-])ncn1C	7%	-6%
CCCCCCCCCCCCC/C=C/[C@@H](O)[C@H](CO)NC(=O)CCCCC	-11%	28%
CC(C)c1c(O)ccc2c1CCC1C(C)(C)CCC[C@@]21C (stereo not given in full)	-4%	3%
C=CCOC(=O)N[C@H](/C(C(=O)OC)=C(\C)NCc1ccccc1)c1cccc(F)c1	-4%	-3%
O=S(=O)(Nc1cccc2cccnc12)c1ccc(Br)cc1	-4%	16%
